TAG inh: inhibitors of triacylglycerol accumulation, primary screen, cell-based, uHTS, fluorescence, H9c2 | H9c2 cells, Nile Red lipid (TAG) fluorescence; cells loaded with 200 µM oleic acid | inhibition, % at 12.5 µM | actives 0.66% (n = 230,000) | AID 651582, 2012;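 active = pattern-corrected inhibition of lipid staining of at least 50% with the nuclear-stain viability signal not falling by more than 50%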;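 also: 0% = DMSO wells and 100% = triacsin C control wells; some results filed as inactive read as strong as hits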
TAG inh DAPI viability: further read-out of TAG inh, marked with its call; DAPI nuclei signal change (viability), lower = more cytotoxic, %;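 whole-well DAPI fluorescence read on a plate reader as a viability signal; minus 50 percent equals half of cells still viable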
An asterisk follows results filed as active. This is a subset, so the mix of outcomes need not match the whole.

entry	mol	TAG inh	TAG inh DAPI viability
1	O=C(C[C@@H]1C/C=C/CCCC(=O)O[C@H](c2ccccc2)CNC1=O)N[C@H](CO)Cc1ccccc1	1	-1
2	O=C1CCSc2c1ccc1ccccc21	-3	17
3	CN(CC(=O)Nc1c(Cl)cccc1Cl)C(=O)Cc1ccc2c(c1)CCC2	12	1
4	O=C(/C=C/c1ccccc1)NCC(=O)N/N=C/c1ccco1	-10	-3
5	CCCN(c1ccc(C(C)C)cc1)S(=O)(=O)c1c(C)noc1C	8	-9
6	CCCN(CCC)c1nc(N(CCC)CCC)[nH]c(=O)n1	14	-6
7	CCC(C)NC(=O)C(NS(=O)(=O)c1ccc2c(c1)c(=O)n(C)c(=O)n2C)c1ccccc1 (stereo unspecified)	12	5
8	Cc1c(NC(=O)CN2C(=O)NC3(CCCC3)C2=O)c(=O)n(-c2ccccc2)n1C	3	-9
9	Cc1cc(C)c(S(=O)(=O)N2CCN(C(=O)C3CC3)CC2)c(C)c1	10	-6
10	COC(=O)CCCC1=CC2=C(c3ccccc3)C(=O)C(C)(OC(=O)C3CCCC3)C(=O)C2=CN1CCCCO (stereo unspecified)	12	6
11	Nc1ccn(CC(=O)NCc2ccccn2)c(=O)n1	-16	-5
12	CCN(CCCNC(=O)C1CCN(S(=O)(=O)c2cnc[nH]2)CC1)c1ccccc1	4	-9
13	CCOC(=O)C1CCCCN1C(=O)c1oc2c(Cl)cc(C)cc2c1C (stereo unspecified)	-21	-18
14	Cc1ccc(SC(CC(=O)c2ccc(C)cc2)C(=O)O)cc1 (stereo unspecified)	12	4
15	Clc1ccc2nc(C(Cl)(Cl)Cl)[nH]c2c1	-2	3

The final 3 entries of the part above come first, to join the parts:
entry	mol	TAG inh	TAG inh DAPI viability
13	CCOC(=O)C1CCCCN1C(=O)c1oc2c(Cl)cc(C)cc2c1C (stereo unspecified)	-21	-18
14	Cc1ccc(SC(CC(=O)c2ccc(C)cc2)C(=O)O)cc1 (stereo unspecified)	12	4
15	Clc1ccc2nc(C(Cl)(Cl)Cl)[nH]c2c1	-2	3
16	O=C(CSc1ccc2nnc(CCNC(=O)c3ccc(F)cc3)n2n1)NCC1CCCO1 (stereo unspecified)	10	-3
17	COc1ccc(CN2CCC(n3nccc3NC(=O)C3CCCC3)CC2)c(OC)c1	1	-2
18	COc1ccc2oc(N)c(C=O)c(=O)c2c1	9	-3
19	CCOC(=O)c1c(NC(=O)c2noc(C)c2[N+](=O)[O-])sc(C(C)=O)c1C	50	-19
20	CCCCNCc1cc(Br)c(OCC(=O)NCc2ccccc2)c(OC)c1	13	-7
21	O=C(NCc1ccc2c(c1)OCO2)C(=S)N1CCOCC1	-1	-10
22	CCOC(=O)N1CCC(NC(=O)C2CCN(S(=O)(=O)c3c(C)noc3C)CC2)CC1	25	-3
23	CC(c1ccccc1)n1cc(C(=O)NCCN2CCOCC2)nn1 (stereo unspecified)	-2	-2
24	CCOc1ccc(-c2noc([C@@H]3O[C@H](CO)[C@@H](O)[C@H]3O)n2)cc1	-12	-5
25	COc1cccc(C(=O)Nc2cc(OC)ccc2NC(=O)c2ccco2)c1	11	-6
26	CC(C)Oc1cccc(C(=O)C2CCCN(Cc3cnc(N4CCCC4)s3)C2)c1 (stereo unspecified)	11	14
27	CCN(CC)c1ccc(C(=O)NNC(=O)c2ccc3c(=O)n4c(nc3c2)CCC4)cc1	-1	28
28	Cc1ccc(C(=O)Nc2cccnc2)cc1S(=O)(=O)N1CCCCC1	5	-19
29	CC(=O)NC(Cc1c[nH]c2ccccc12)C(=O)N1CCN(S(=O)(=O)c2ccccc2)CC1 (stereo unspecified)	13	4
30	CC(C)C[C@H]1CN=C(N(C)C)N1CCCCc1ccccc1	-9	22
31	Cc1[nH]c2ccc(C(=O)OC(C)C(=O)NCc3ccccc3)cc2c1C (stereo unspecified)	28	3
32	c1coc(-c2ccc3nncn3c2)c1	14	-1
33	Cc1cc(NC(=O)Cn2c(C)nc3ccccc3c2=O)ccc1Br	-14	-9
34	COc1ccc(-c2csc(NC(=O)CSc3nnc(Nc4ccccc4C)s3)n2)cc1	49	-18
35	CCOC(=O)c1ccc(NC(=O)CSc2nc(C)cc(=O)[nH]2)cc1	12	-13
36	Cn1nc(C(=O)OCC(=O)Nc2ccccc2[N+](=O)[O-])c2ccccc2c1=O	-21	-1
37	CN(C)C(=O)C[n+]1cccc(/C=N/O)c1	-5	-1
38	CC1=C([N+](=O)[O-])C(c2ccccc2C(F)(F)F)NC(=O)N1C (stereo unspecified)	3	1
39	Cc1ccc(S(=O)(=O)N2CCN(S(C)(=O)=O)C2C)cc1 (stereo unspecified)	6	0
40	Cc1ccc(SCC(=O)OCC(=O)NCC2CCCCC2)cc1C	-1	3
41	Cc1ccc(S(=O)(=O)Nc2cc3c4c(c2)CCC(=O)N4CCC3)cc1	-17	4
42	CSC1=NCCN1C(=O)C12CC3CC(CC(C3)C1)C2	3	7
43	O=[N+]([O-])c1ccccc1S(=O)(=O)N1CCN(S(=O)(=O)c2ccc3c(c2)OCCO3)CC1	-3	-2
44	CN(CC(=O)Nc1ccc(OC(F)F)cc1)S(=O)(=O)/C=C/c1ccccc1	-44	-2
45	S=c1[nH]nc(-c2cccc(Cl)c2)n1/N=C/c1ccc(-c2ccccc2Br)o1	12	-5
46	O=C(COC(=O)CNS(=O)(=O)c1ccc(F)c(F)c1F)NC1CC1	-13	-2
47	CCN(C(=O)CSc1nnc2ccccn12)C1CCS(=O)(=O)C1 (stereo unspecified)	9	7
48	O=C(O)C(Cc1ccccc1)N1C(=O)C=CC1=O (stereo unspecified)	-1	-7
49	COc1ccc(C2/C=C\CN(C(=O)c3ccc(C)cc3)CC(=O)N2Cc2ccc(F)cc2)cc1 (stereo unspecified)	-2	5
50	CCC(=O)Nc1ccc(C(=O)COC(=O)C(CCSC)NC(=O)COc2ccccc2)cc1 (stereo unspecified)	3	4
51	O=C(Oc1ccc(/C=N/Nc2nc(N3CCCCC3)nc(N3CCCCC3)n2)cc1)c1ccco1	14	12
52	CO[C@H]1CC[C@@]2(C)[C@@H](CC[C@@H]3[C@@H]2CC[C@@]2(C)[C@H]3C[C@H](C(=O)N[C@@H](CCCN=C(N)N)C(=O)NCC(=O)N[C@@H](CC(=O)O)C(N)=O)O[C@]23CCCO3)C1	-3	3
53	CCCOc1ccc(C(=O)Nc2cc(S(=O)(=O)N3CCOCC3)ccc2N2CCN(CC)CC2)cc1OC	-5	7
54	CCOc1ccc(-c2nc(-c3cccnc3)no2)cc1	-14	-8
55	CN1CCN(C(=O)c2ccc3c(=O)n(CCc4ccccc4)c(=S)[nH]c3c2)CC1	-5	-1
56	Cc1ccc2nc(N(CCN3CCOCC3)C(=O)CCS(=O)(=O)c3ccccc3)sc2c1	-4	1
57	CCOc1cc(N2CCOCC2)c(OCC)cc1NC(=O)CCC1CCCC1	44	5
58	CCC(c1nnnn1Cc1ccc(F)cc1)N1CCN(C)CC1 (stereo unspecified)	6	-10
59	COc1ccc(NS(=O)(=O)c2cccc(-c3nnc4n3CCCCC4)c2)cc1	7	-1
60	O=C(NC(=O)c1c(Cl)cccc1Cl)Nc1ccc(Oc2cccnc2)nc1	21	-3
61	CC(CC(=O)Nc1ccc(Cl)c(S(=O)(=O)N2CCOCC2)c1)c1ccccc1 (stereo unspecified)	-2	-3
62	O=C(NC1=NCCS1)c1cccc(S(=O)(=O)N2CCOCC2)c1	5	-6
63	COc1cccc(OC)c1C(=O)Nc1cc(C)on1	3	0
64	Cc1ccc(-c2csc3nc(C(C)C)oc(=O)c23)c(C)c1	-15	-1
65	O=C1OCC2=C1C(c1ccc(F)cc1)c1cc3c(cc1N2)OCO3 (stereo unspecified)	-9	11
66	Cn1c(CCC(=O)Nc2cc(S(C)(=O)=O)ccc2Cl)nc2cc(S(=O)(=O)N3CCOCC3)ccc21	1	0
67	Cn1c(CCN2CCOCC2)nc2cc(NS(=O)(=O)c3ccccc3)ccc21	3	-3
68	CCc1sc(C(=O)Nc2cc(Cl)ccc2N2CCCCC2)cc1C	5	-8
69	O=C(CN1CCN(S(=O)(=O)c2ccc(F)cc2)CC1)Nc1cccc(C(F)(F)F)c1	9	-1
70	COc1ccc(Cl)cc1Nc1nc(NCCO)nc(N2CCCC2)n1	40	7
71	C=CC[C@@H](CC(=O)N(CCO)Cc1ccccc1)C(=O)N[C@H](COC(=O)[C@@H](CC=C)CC(=O)OC(C)(C)C)c1ccccc1	34	-6
72	CS(=O)(=O)Nc1ccc(C(=O)Nc2ccc(S(=O)(=O)Nc3nccs3)cc2)cc1	4	4
73	C/C(CC(=O)Nc1cc(Cl)ccc1Cl)=N\NC(N)=S	-16	-3
74	CC(=O)c1ccc(S(=O)(=O)N2CCN(C(=O)c3ccc(-n4cncn4)c([N+](=O)[O-])c3)CC2)cc1	13	-1
75	O=C1CCN(Cc2ccccc2)C(=S)N1	10	1

(further entries)
entry	mol	TAG inh	TAG inh DAPI viability
76	O=C(NC(Cc1c[nH]c2ccccc12)C(=O)O)/C(=C\c1ccc2c(c1)OCO2)NC(=O)c1ccccc1 (stereo unspecified)	-7	12
77	[O-]/[N+](=C\c1ccccc1)[C@@H]1CCCC[C@@H]1/[N+]([O-])=C/c1ccccc1	-6	-3
78	Cc1cc(C)c(S(=O)(=O)NC2CCN(Cc3ccccc3)CC2)c(C)c1	-15	11
79	CCOCC(=O)NCc1ccc2c(c1)OCO2	-18	6
80	Cn1c(OCC2CCCO2)nc2cc(-c3ccccc3)sc2c1=O (stereo unspecified)	3	2
81	COC(=O)c1ccccc1S(=O)(=O)N1CCC(C(=O)OC(C)C(=O)NC(N)=O)CC1 (stereo unspecified)	6	3
82	Cc1nc(SCCC(C)C)c([N+](=O)[O-])[nH]1	-9	13
83	O=C(NCC1CCCN1S(=O)(=O)c1cccs1)c1ccc(Cl)cc1 (stereo unspecified)	-10	-2
84	CCOC(=O)C1=C(COC(=O)CCC(=O)c2ccc(C)cc2)NC(=O)NC1C (stereo unspecified)	-6	0
85	COC(=O)c1ccc(CC2(C)C(=O)Nc3ccc(-c4cccc(C(F)(F)F)c4)cc32)o1 (stereo unspecified)	-13	13
86	COC(=O)C[C@H]1c2ccccc2S(=O)(=O)N1Cc1ccc(OC)cc1	-14	6
87	CC1=C(C(=O)OCc2ccccc2)C(c2ccccc2)NC(=O)N1CCCCCC(=O)O (stereo unspecified)	6	7
88	CCCn1c(=O)c(Br)cn(-c2ccccc2C)c1=O	-2	4
89	COc1ccc(CNC(=O)CCNC(=O)c2ccc(C(C)(C)C)cc2)cc1OC	12	2
90	CCOC(=O)c1c(N)n(-c2ccc(N)cc2)c2nc3ccccc3nc12	10	13
91	COc1ccc(Cl)cc1NC(=O)COc1ccc2c(c1)OCO2	0	-7
92	COc1cc(NC(C)CCCNC(C)C)c2ncccc2c1OC (stereo unspecified)	-7	3
93	CCOC(=O)CNc1nc(Cl)nc(Nc2ccc(C)cc2)n1	4	1
94	Nc1ccc(C(=O)NCC2(c3ccccc3)CCCC2)cc1	-3	8
95	Cn1c(=O)c2c(ncn2CC(=O)N2CCOCC2)n(C)c1=O	19	1
96	S=C(NCc1ccco1)Nc1ccc2c(c1)OCCO2	-7	-1
97	CC(=O)NCC1CCCN(c2nc3nonc3nc2N(C)Cc2ccccc2)C1 (stereo unspecified)	-6	13
98	O=C1CC2(CCN(C(=O)c3ccccc3Br)CC2)Oc2ccccc21	-11	13
99	CNc1nc(-c2ccccc2)cc(C(F)(F)F)c1C#N	-11	51
100	COC(=O)C1(C)COP(=O)(NC23CC4CC(CC(C4)C2)C3)OC1 (stereo unspecified)	-11	-1
101	C[C@@H]1CN([C@@H](C)CO)C(=O)CCCn2cc(nn2)CO[C@H]1CN(C)S(=O)(=O)c1ccccc1F	-4	7
102	CCCCN(CCCC)c1nc2ccccc2nc1C(C#N)C(=O)NCCCOC (stereo unspecified)	-37	13
103	O=c1oc2cc(OCc3ccc([N+](=O)[O-])cc3)ccc2c2c1CCCC2	-16	18
104	Cc1ccc(S(=O)(=O)N2CCOCC2)cc1C(=O)N1CCN(c2ncccn2)CC1	-15	-12
105	CN(c1ccccc1)c1nc(N)c([N+](=O)[O-])c(NCc2ccccc2)n1	-10	5
106	Cc1ccnc(NC(=O)CCC(=O)N(CC(=O)NC2CCCCC2)c2cccc(C)c2C)c1	18	-3
107	CCCC(O)(c1ccccc1)C(c1ccccc1)c1ccccn1 (stereo unspecified)	-10	5
108	CCCCn1c(SCC(N)=O)nc2c(sc3ccccc32)c1=O	-27	7
109	COc1cc(C(=O)OCn2nnc3ccccc3c2=O)cc(OC)c1OC	2	-13
110	S=C(Nc1ccc(Cc2ccncc2)cc1)Nc1cccc(Cl)c1	9	-3
111	Cc1cccc(NC(=O)[C@@H]2CCCN2C2=NS(=O)(=O)c3ccccc32)c1C	25	6
112	COc1ccc2[nH]c(C)c(CCNC(=S)Nc3cc(C)cc(C)c3)c2c1	-14	3
113	Cc1c(NC(=O)CSc2nnc(COc3ccccc3)n2-c2ccccc2)c(=O)n(-c2ccccc2)n1C	6	2
114	COc1cc(NC(=O)C2CCCCC2)c(OC)cc1NC(=O)CN1CCCCC1	1	2

Compound profiles, from the list above:
Shown for COc1cc(C(=O)OCn2nnc3ccccc3c2=O)cc(OC)c1OC : TAG inh: 2; TAG inh DAPI viability: -13
Shown for CCCCn1c(SCC(N)=O)nc2c(sc3ccccc32)c1=O : TAG inh: -27; TAG inh DAPI viability: 7
Shown for COc1ccc2[nH]c(C)c(CCNC(=S)Nc3cc(C)cc(C)c3)c2c1 : TAG inh: -14; TAG inh DAPI viability: 3

Screening results: PubChem, Sanford-Burnham Center for Chemical Genomics
